# Platelet DG rel – platelet dense granule release activity | human platelet-rich plasma, SFLLRN dense granule ATP release, luminescence | inhibition, %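 (compounds screened at 7.5 µM in platelet-rich plasma)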 | actives 0.22% (n = 300,000) | AID 1663;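 active = mean replicate score, as percent of positive control, at or above 50; inconclusive = mean below 50 but at least one replicate at or above 50; inactive = mean and every replicate below 50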
# HSF1 activator – increases HSF-1 driven luciferase reporter signal | NIH3T3-HGL HSF-1 luciferase reporter, MG132, 8 h; 100% = twice DMSO control signal | activation, % at 9 µM | actives 1.7% (n = 300,000);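 active = mean replicate activation of at least 50% with a set share of replicates each reaching 50%; inconclusive = only one of those two conditions met; inactive = mean below 50% and too few replicates reaching it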;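 note: 0% = median of the neutral control wells and 100% = twice that signal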
# KLF5 inh – inhibitors of KLF5 expression; DLD-1 KLF5 promoter-luciferase reporter, luminescence; inhibition, % at 5 µM; actives 0.23% (n = 290,000); AID 1700;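 active = inhibition above a per-plate limit of that plate's mean compound inhibition plus 3 SD, cut at about 60% in these data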;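 note: 0% = DMSO wells and 100% = LY294002 at 200 µM; higher means less KLF5 promoter-driven luciferase light; inactives centre near -14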
# IEC-6 tox – IEC-6 cytotoxicity, counter-screen for KLF5 inhibitors; luminescence viability; inhibition, % at 5 µM; actives 0.78% (n = 290,000); AID 1825; in the data active = inhibition above about 22%;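 note: 0% = plate median of test compound wells and 100% = cytotoxic reference compound wells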
# HSP90 refold inh – blocks HSP90-mediated luciferase refolding in reticulocyte lysate; Rabbit reticulocyte lysate, luciferase refolding luminescence, 3 h; inhibition, % at 5.6 µM; actives 0.91% (n = 290,000); AID 1789;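 active = inhibition above the screen-wide mean plus 3 SD, computed separately per campaign, cut at about 16% in these data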;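 note: 0% = DMSO wells and 100% = 60 µM geldanamycin wells; inhibitors lower the luminescence because luciferase stays unfolded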
# HSF1 inh – HSF1 inhibition; NIH3T3-HGL HSE-luciferase, MG132-induced, luminescence 8 h; hits give low values; activity change, negative = inhibition, % at 7.5 µM (by protocol); actives 0.77% (n = 300,000); AID 2098;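 active = more than half of replicate wells show activity change below -50%, luminescence cut by over half; inconclusive = some wells, but at most half, below -50%; inactive = no replicate well below -50%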;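 note: luciferase reports HSF-1 transcriptional activity via heat shock element; 0% = median of DMSO wells and -100% = zero luminescence signal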
# AI-2 QS mod – Vibrio harveyi AI-2 quorum sensing modulation; Vibrio harveyi JMH597 AI-2 luminescence/OD600 ratio, 9 h; hits give low values; strain lacks LuxN and CqsS sensors; 0 = neutral-control median; actives 0.4% (n = 300,000); activity change, % at 7.5 µM; in the data active = activity change below about -75%, passing the limit was not always enough; inconclusive = no clear call, values can overlap the other calls;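 note: luminescence divided by OD600 gain over 9 h not by final OD600 alone; inactives centre near 13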
# HIF act – HIF pathway transcriptional activation | U2OS HRE-luciferase reporter, luminescence; normalized: DMSO 0%, desferrioxamine 100% | activation, % at 7.5 µM (by protocol) | actives 0.32% (n = 300,000) | AID 1910;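 active = mean activation of at least 10% of the iron chelator positive control signal, with at least half of replicates also reaching 10%; inconclusive = mean and replicate majority disagree about reaching 10%; inactive = mean and most replicates under 10%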
# HDAC3 inhib – human HDAC3 inhibition; O15379; recombinant HDAC3, fluorogenic peptide/trypsin coupled, fluorescence; inhibition, % at 8.3 µM; actives 0.15% (n = 320,000); in the data active = inhibition above about 26%, passing the limit was not always enough; inconclusive = no clear call, values can overlap the other calls
# Target sequence (O15379 whole entry, looked up): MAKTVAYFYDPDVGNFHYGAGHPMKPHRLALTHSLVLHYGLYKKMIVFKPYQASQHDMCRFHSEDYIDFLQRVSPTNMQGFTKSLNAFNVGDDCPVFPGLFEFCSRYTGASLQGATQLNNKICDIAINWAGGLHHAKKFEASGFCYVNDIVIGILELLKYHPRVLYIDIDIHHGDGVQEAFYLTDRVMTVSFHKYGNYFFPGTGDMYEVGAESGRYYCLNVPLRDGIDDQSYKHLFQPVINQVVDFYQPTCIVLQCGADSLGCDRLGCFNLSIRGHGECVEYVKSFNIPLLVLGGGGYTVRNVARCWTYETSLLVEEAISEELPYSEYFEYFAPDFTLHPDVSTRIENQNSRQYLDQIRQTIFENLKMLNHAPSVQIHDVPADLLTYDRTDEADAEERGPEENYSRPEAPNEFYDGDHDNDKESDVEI
# aSyn UTR inh – 5' untranslated region of α-synuclein, MLPCN primary screen; alpha-synuclein 5'UTR reporter, inhibitor activity; inhibition, % (tested at 7.5 µM); actives 0.82% (n = 300,000); in the data active = inhibition above about 60%; inconclusive = no clear call, values can overlap the other calls;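 note: H4 neuroglioblastoma cells stably carrying SNCA 5'UTR luciferase fusion; 0% = DMSO wells and 100% = positive control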
# * hit, by the source's call; ? = inconclusive; . = not tested or not shown.
Compound,Platelet DG rel,HSF1 activator,KLF5 inh,IEC-6 tox,HSP90 refold inh,HSF1 inh,AI-2 QS mod,HIF act,HDAC3 inhib,aSyn UTR inh
CS(=O)(=O)N1CCN(c2nc(-c3ccccc3)cs2)CC1,-1,-1,-35,4,-2,11,19,0.3,-6,-26
Cc1ccc(C(=O)Nc2cc(=O)n(C)c(=O)n2C)cc1C,7,10,-5,-3,-2,0,26,-0.2,.,11
O=C(Nc1ccc(Cl)c(Cl)c1)N(CCCN1CCOCC1)Cc1cccnc1,-1,2,1,2,-3,6,-2,-0.2,-4,-9
Cc1ccc(C)c(NC(=S)N2CCCCC2CO)c1 (stereo not drawn),-2,-3,-9,-7,3,-11,9,-0.5,2,-8
COc1ccc(NC(=O)CN2C(=O)NC(C)(c3ccccc3)C2=O)c(OC)c1 (stereo not drawn),1,-2,-3,-6,-1,-5,12,-0.8,2,5
COC(=O)c1ccccc1NC(=O)Cn1c(CCC(=O)O)ccc1-c1cccs1,4,8,-19,-2,6,2,6,-0.5,14,-12
COCCn1c(SCC(=O)Nc2ccccc2OC)nc2ccccc2c1=O,9,7,-56,-7,1,0,13,0.6,-5,6
Cn1c(-c2ccc(F)cc2)cnc1SCC(=O)Nc1ccccc1,2,14,-27,3,3,8,23,0.7,5,-14
CC(=O)NC(NC(=S)Nc1ccc(C)cc1C)C(Cl)(Cl)Cl (stereo not drawn),1,-13,-2,-1,-1,-8,29,-0.5,5,-7
Nc1c(N(C(=O)Nc2ccc(Cl)c(Cl)c2)C2CCCC2)c(=O)[nH]c(=O)n1Cc1ccccc1,-3,-46,-11,-4,6,?,22,-0.1,6,33
C=CCn1c(NC(=O)c2ccc(C)cc2)c(C#N)sc1=N,.,.,-1,-2,-1,.,.,.,0,.
Cc1ccc(SCc2cc(=O)[nH]c(/N=C(\N)Nc3ccc(C)c(C)c3)n2)cc1,4,9,7,7,2,3,11,-0.8,1,-6
CCS(=O)(=O)c1ccc(O)c(NC(=O)CC2(CC(=O)O)CCCC2)c1,0,0,-32,10,2,-3,8,-0.6,4,3
CC(=O)Nc1ccc(NC(=O)CC(c2ccccc2)c2ccccc2)cc1,-1,8,-55,-7,-1,2,12,-1.0,9,-4
CN(C)CCCN=C(NO)c1ccc(Cl)cc1Cl,1,-4,-24,0,-4,-7,10,-0.6,0,20

# Next results
Compound,Platelet DG rel,HSF1 activator,KLF5 inh,IEC-6 tox,HSP90 refold inh,HSF1 inh,AI-2 QS mod,HIF act,HDAC3 inhib,aSyn UTR inh
Cc1ccc(S(=O)(=O)NCCNC(=O)C2CCCNC2=O)cc1 (stereo not drawn),-2,8,-1,2,2,-4,8,-13,3,-15
CN(C)CCCN(C(=O)C1=COCCO1)c1nc2ccc(Br)cc2s1,6,-5,2,1,2,-14,1,-0.4,-8,-63
C[C@]12CCC(=O)C[C@@H]1CC[C@@H]1[C@@H]2CC[C@]2(C)C=CC[C@@H]12,-3,-8,-8,-6,2,-5,5,0.1,-6,-2
CCOC(=O)Cn1cnc2c(nnn2Cc2ccc(Cl)cc2)c1=O,-2,15,-8,-8,5,7,10,0.2,2,3
Cc1cc(C)c(C#N)c(SCSCc2ccccc2)n1,12,4,1,-3,-2,4,14,.,-1,33
CN(C)c1cc(-c2ccc(F)cc2)oc(=O)c1Cl,9,18,-14,2,2,-2,1,-0.3,11,3
Cc1sc2ncnc(Sc3ccccc3C(=O)O)c2c1C,-1,25,-27,-7,-1,4,12,-0.4,6,3
CCNS(=O)(=O)c1ccc(CCC(=O)NCCc2ccc(OC)cc2)cc1,-1,-5,7,7,1,-7,35,-0.2,0,-4
CN(C(=O)c1ccc(=O)[nH]c1)C1(C(=O)NC2CCCCC2)CCCCC1,6,0,3,-2,5,-5,32,-1.4,1,11
O=C(c1ccc(F)cc1)N1CCN(Cc2ccccc2Br)CC1,3,-42,3,2,0,-27,59,2.9,3,11
O=C(COC(=O)c1n[nH]c2ccccc12)NC(=O)NC12CC3CC(CC(C3)C1)C2,-3,-8,-27,-8,1,-1,-5,-0.5,11,-4
CC(C)CC1=NN(C(=O)c2ccncc2)C(O)(C(F)(F)F)C1 (stereo not drawn),-11,-4,-18,-5,-3,-5,13,0.2,7,14
N#Cc1c(N)n(-c2ccc(C(=O)O)cc2)c2nc3ccccc3nc12,4,12,-11,2,0,5,7,-0.6,-129,11
O=C(Oc1ccc([N+](=O)[O-])cc1)c1cncc(Br)c1,-4,41,-16,-5,-4,13,14,0.6,16,-42
CCOC(=O)Cn1cc(C(=O)c2cccs2)c2ccccc21,2,-23,-5,1,2,-13,42,3.9,10,-45

# Following part.
Compound,Platelet DG rel,HSF1 activator,KLF5 inh,IEC-6 tox,HSP90 refold inh,HSF1 inh,AI-2 QS mod,HIF act,HDAC3 inhib,aSyn UTR inh
CC1(C)NC(=O)N(CC(O)CN2C(=O)NC(C)(C)C2=O)C1=O,7,-10,7,-2,-2,-6,9,-0.1,5,16
Cc1ccc(NC(=O)c2cc(NC(=O)CCCC(=O)O)ccc2Cl)cc1Cl,?,-16,3,-4,-1,-5,23,-0.4,-4,14
Cc1ccc(-n2ncc3c(NCc4ccco4)ncnc32)c(C)c1,.,.,-22,1,-1,.,.,.,-4,.
CC(C)(C)N(CC(=O)NC1CCCCC1)C(=O)CS(=O)CC(=O)Nc1ccc(F)cc1 (stereo not drawn),13,-5,-4,-1,-5,8,9,-0.3,-1,3
CCCCCCCNC(=O)C1(CC2CC(c3ccc(Cl)cc3)=NO2)CCN(C(=O)c2ccccc2)CC1 (stereo not drawn),4,-3,13,0,2,1,18,-0.9,1,11
COc1ccc(/C=N/NC(=O)c2cccnc2)cc1COc1ccc([N+](=O)[O-])c(C)c1,5,6,57,45*,5,-4,22,0.0,9,98*
O=C(Cc1nnc(NC(=O)Nc2ccc(Cl)cc2)s1)NCc1ccccc1,-10,0,-53,7,1,6,35,0.2,-1,-1
CCCCC(=O)c1ccc(O)cc1,1,-10,-40,-4,3,9,6,-0.3,3,2
Cc1cc2cc3c(cc2nc1SCc1ccc(C(=O)O)cc1)OCCO3,4,3,-15,0,-1,0,19,-0.2,1,12
CC(=O)NC(Cc1ccc(F)c(F)c1)C(=O)NC1CCN(S(=O)(=O)c2ccc(C)cc2)CC1 (stereo not drawn),2,8,2,0,4,5,9,-0.8,.,1
Cc1cccc(NC(=S)N2CCC(C(=O)c3ccc(F)cc3)CC2)c1C,9,2,8,-3,-1,1,-4,0.1,2,-2
CCCc1nc2sc3c(c2c(=O)[nH]1)CCCC3,13,-14,0,-2,-2,-3,13,1.1,1,-4
CC(C)c1ccc(/C=C2\SC(N3CCOCC3)=NC2=O)cc1,-5,13,3,-2,-2,5,0,0.7,9,-30
Cc1cc(=O)oc2n[nH]c(-c3ccccc3)c12,-5,-7,-15,7,4,3,18,-0.3,-12,19
CS(=O)(=O)Nc1ccc(C2=NN(S(C)(=O)=O)C(c3cccs3)C2)cc1 (stereo not drawn),11,27,-79,-3,-2,5,14,0.9,-9,-70

# (more compounds)
Compound,Platelet DG rel,HSF1 activator,KLF5 inh,IEC-6 tox,HSP90 refold inh,HSF1 inh,AI-2 QS mod,HIF act,HDAC3 inhib,aSyn UTR inh
Cc1ccc(NC(=O)N2CCC(NC(=O)C(C)(C)C)CC2)cc1,-2,6,-43,1,-6,-5,8,-0.3,-6,6
COc1cc(Br)cc(C=Nc2cccc(C(F)(F)F)c2)c1O,-14,-51,-21,-6,0,-32,22,1.2,1,-18
COc1ccc(OC)c(N2CC(O)(c3cccs3)[N+]3=C2SCCC3)c1 (stereo not drawn),5,-13,-3,4,-4,-8,8,0.2,7,6
COC(=O)c1c(C(=O)OC)c2n(c1C)CCS2,9,5,-16,-2,0,0,12,-0.1,-2,15
COc1ccc(OCC(=O)NNC(=O)c2c(-c3ccccc3Cl)noc2C)cc1,-6,23,-3,-3,-1,-4,39,-0.6,0,-17
C#CCNC(=O)C1=C[C@H](c2ccc(C(F)(F)F)cc2)[C@@H](CCCO)[C@H](OCC)O1,-5,-4,-10,1,5,-4,21,0.5,2,13
COC(=O)Nc1ccc(S(=O)(=O)N2CCCC(C(=O)N3CCCCCC3)C2)cc1 (stereo not drawn),1,-2,6,0,-3,0,18,-0.3,14,2
O=C(Nc1ccccc1N1CCN(c2ccccc2)CC1)c1ccccc1F,1,-40,-26,-5,-3,-22,35,0.4,1,18
COc1ccc(-n2nc3c(N4CCC(C(=O)NCC(C)c5ccccc5)CC4)nnc(C)c3c2C)cc1 (stereo not drawn),-4,13,-14,8,3,4,14,1.2,?,3
COC(=O)Nc1ccc(S(=O)(=O)Nc2ccccc2F)cc1,.,15,-12,-1,0,4,2,0.1,5,4
Oc1ccc(N2CCN(Cc3nc4ccccc4[nH]3)CC2)cc1,3,-7,-47,2,-4,-4,.,-1.7,1,11
CC(=O)Nc1nnc(SCc2cccc(F)c2)s1,9,15,-48,-5,0,-3,22,0.7,0,-20
O=C(Oc1ccc(C(=S)N2CCOCC2)cc1)c1ccc([N+](=O)[O-])cc1,-5,0,-46,-6,2,5,2,1.3,-2,4
CCOc1ccc(/C=N/n2nnnc2N)cc1O,4,-2,9,10,3,-5,11,0.1,.,17
COC(=O)c1ccc(C(=O)OC)c(NC(=O)CN2CCCCC2)c1,13,-5,-23,-5,6,-8,3,0.0,3,-4

# (further entries)
Compound,Platelet DG rel,HSF1 activator,KLF5 inh,IEC-6 tox,HSP90 refold inh,HSF1 inh,AI-2 QS mod,HIF act,HDAC3 inhib,aSyn UTR inh
Cc1nn(-c2ccccc2)c(N)c1N=Nc1ccc(Cl)cc1,-2,49,-93,5,0,21,15,3.6,16,-175
Cc1ccc(-c2c[n+](CC(=O)Nc3ccccc3)c3n2CCC3)cc1,-1,-9,-1,1,4,3,23,-0.6,3,-11
CCOC(=O)CSc1ccc(S(=O)(=O)N2CCCCC2)cc1[N+](=O)[O-],-2,-13,-18,-3,1,-2,31,-0.4,6,-1
COCCNC(=O)CSc1nc2ccccc2c(=O)n1CC1CCCO1 (stereo not drawn),-5,-7,13,-10,-1,-9,16,-0.4,-12,35
C/C(=C\C(=O)c1ccc(Br)cc1)N1CCCCC1,-10,28,-4,0,-3,11,21,-0.2,-2,10
CSc1nc(O)c(C(c2ccc(O)cc2)c2c(O)nc(SC)[nH]c2=O)c(=O)[nH]1,12,-10,-30,2,6,-7,.,0.5,3,-7
CCOc1ccc(CC(C(N)=O)C(N)=O)cc1CN(C)C,-8,48,-17,-1,2,15,18,0.2,9,6
Cc1cc(C(=O)NNC(=O)CN2C(=O)NC(C)(c3ccccc3)C2=O)c(C)o1 (stereo not drawn),1,-38,.,.,.,-18,-61,0.4,-1,11
CCCC(=O)Nc1nnc(Sc2ccc(N(C)C)cc2)s1,-7,2,-24,1,-4,-1,25,-0.3,2,9
CC1=CC(c2ccccc2)n2nc(N3C(=O)c4ccccc4C3=O)nc2N1 (stereo not drawn),-2,3,-10,-5,1,-2,32,-0.2,6,-3
COC(=O)CCCC1=CC2=C(c3ccccc3)C(=O)C(C)(OC(=O)C3CCCC3)C(=O)C2=CN1Cc1ccc2c(c1)OCO2 (stereo not drawn),2,3,.,.,.,1,29,-0.4,-2,26
